AmpC detergent: blocks E. coli AmpC beta-lactamase in detergent assay. P00811. Potency, µM (titrated, usually from 114 µM), inactives show top-dose activity change, negative = inhibition, actives largely listed as inhibitors. actives 0.041% (n = 370,000). AmpC hydrolysis of nitrocefin, absorbance 480 nm, 0.01% Triton. AID 485294;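 also: potency is read from the fitted curve at half-maximal effect; 0% = no-compound wells and -100% = no-enzyme wells; nearly all actives have a fitted effect of over 25% in size; some results filed as inactive show a strong effect at the top dose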
Target sequence (P00811 whole entry, looked up): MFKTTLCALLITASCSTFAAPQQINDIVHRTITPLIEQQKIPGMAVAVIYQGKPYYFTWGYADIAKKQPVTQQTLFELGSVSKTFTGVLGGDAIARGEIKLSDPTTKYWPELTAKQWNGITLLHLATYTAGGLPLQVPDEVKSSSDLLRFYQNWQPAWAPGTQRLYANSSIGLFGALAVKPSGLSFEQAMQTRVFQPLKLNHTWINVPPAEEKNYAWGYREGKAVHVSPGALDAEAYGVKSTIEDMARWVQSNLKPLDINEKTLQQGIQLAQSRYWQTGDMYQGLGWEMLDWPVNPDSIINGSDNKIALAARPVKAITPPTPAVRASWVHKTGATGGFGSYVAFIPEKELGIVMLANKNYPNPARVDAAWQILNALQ
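AmpC (5.3 nM in the dispensed reagent) in 20 mM phosphate pH 7.0 with 0.01% (detergent screen) or 0.0001% Triton X-100 was preincubated with compounds for 15 min at room temperature. Nitrocefin was then added from an 800 uM solution, and hydrolysis was followed at 480 nm.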
Sm TGR inh: blocks Schistosoma mansoni thioredoxin glutathione reductase; Potency, µM (doses to about 114 µM), without a hit: top-dose activity change, negative = inhibition, usual class: inhibitors; Q962Y6; actives 3% (n = 360,000); purified TGR, DTNB reduction, TNB absorbance 405 nm; also: potency is read from the fitted curve at half-maximal effect; nearly all actives have a fitted effect of over 60% in size
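First, TGR (20 nM dispensed) and NADPH were mixed with compound. Second, a 15 min room-temperature incubation followed. Third, further NADPH and then DTNB were added to start the reaction. Finally, TNB absorbance was monitored kinetically.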
AmpC no deterg: inhibitors of E. coli AmpC beta-lactamase without detergent. actives 0.52% (n = 330,000). Potency, µM (series often up to 57.1 µM), for the others: at the top dose activity change, negative = inhibition, most hits filed as inhibitors. AmpC nitrocefin hydrolysis, absorbance 480 nm, 0.0001% Triton. P00811;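 also: potency is read from the fitted curve at half-maximal effect; plate controls were no compound for no effect and no enzyme for full effect; nearly all actives have a fitted effect of over 20% in size; some results filed as inactive show a strong effect at the top dose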
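20 mM phosphate pH 7.0 + 0.01% (detergent screen) or 0.0001% Triton X-100; 5.3 nM AmpC reagent; cpd preinc 15 min RT; nitrocefin (800 uM stock) to start; A480 q20 s × 4 min; Activity was normalised to no-enzyme and no-compound control wells.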
HCMV inh: blocks human cytomegalovirus replication | HFF cells, HCMV-luciferase reporter, 72 h; hits give low values | activity change, negative = inhibition, % at 57.5 µM | actives 4.5% (n = 410,000); in the data active = activity change below about -60%; inconclusive = no clear call, values can overlap the other calls; inactive = above about -39%
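Compounds were evaluated in HFFs infected with an HCMV luciferase reporter virus (MOI 1 PFU/cell). Luciferase in lysates collected 72 h post infection served as the replication measure.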
AMA1 RON2 block: inhibitors of Plasmodium falciparum AMA1-RON2 interaction. Potency, µM (doses to about 58.2 µM), inactives show at the highest dose activity change, negative = inhibition, most hits filed as inhibitors. AlphaScreen AMA1-biotinylated RON2 peptide binding. actives 0.2% (n = 360,000);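 also: potency is read from the fitted curve at half-maximal effect; 0% = vehicle wells and -100% = peptide control; nearly all actives have a fitted effect of over 45% in size; some results filed as inactive show a strong effect at the top dose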
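AMA1 (3D7) with his tag at 25 nM final met compounds first, then biotinylated RON2 peptide at 25 nM; detection used donor plus acceptor beads, 10 µg/mL apiece, read by AlphaScreen after 30 min at room temperature.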
TbPYK inhibitor: blocks Trypanosoma brucei pyruvate kinase | Q57TT1 | TbPYK enzyme, Kinase-Glo Plus ATP luminescence, 45 min | Potency, µM (titrated, usually from 76.8 µM), for the others: at the top dose activity, negative = inhibition, most hits filed as inhibitors | actives 0.12% (n = 410,000); also: potency is read from the fitted curve at half-maximal effect; nearly all actives have a fitted effect of over 50% in size
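Readout: single end-point luminescence (Kinase-Glo Plus, 10 min). Reaction conditions were TbPYK/substrate plus 130 uM ADP, 45 min at RT, pH 7.2 TEA buffer. No-enzyme wells served as controls, and data were normalized before concentration-response fitting.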
LmPK inhibitor: blocks Leishmania mexicana pyruvate kinase activity | Q27686 | purified LmPK, Kinase-Glo ATP luminescence, 1 h | Potency, µM (titrated, usually from 57.5 µM), inactives show at the top dose activity change, negative = inhibition, hits mostly inhibitors | actives 0.37% (n = 290,000) | AID 1721; also: potency is read from the fitted curve at half-maximal effect
Target sequence (Q27686 whole entry, looked up): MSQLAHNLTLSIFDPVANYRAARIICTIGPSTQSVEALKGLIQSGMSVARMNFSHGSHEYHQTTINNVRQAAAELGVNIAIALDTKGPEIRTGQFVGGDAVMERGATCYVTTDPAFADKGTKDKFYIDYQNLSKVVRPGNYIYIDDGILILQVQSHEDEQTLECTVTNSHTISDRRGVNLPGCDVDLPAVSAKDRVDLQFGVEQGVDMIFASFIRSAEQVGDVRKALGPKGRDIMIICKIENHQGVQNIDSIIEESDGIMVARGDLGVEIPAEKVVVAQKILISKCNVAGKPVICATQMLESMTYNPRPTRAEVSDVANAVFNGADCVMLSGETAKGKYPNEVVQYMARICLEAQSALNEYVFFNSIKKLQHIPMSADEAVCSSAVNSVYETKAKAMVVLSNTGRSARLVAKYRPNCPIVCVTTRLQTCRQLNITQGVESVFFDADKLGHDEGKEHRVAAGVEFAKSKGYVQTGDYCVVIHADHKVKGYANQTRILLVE
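Purified LmPK (0.1 nM) converted ADP (0.1 mM) to ATP with PEP (0.5 mM) in imidazole buffer pH 7.2 with KCl and MgCl2, 1 h at room temperature. ATP was read by Kinase-Glo luminescence; data normalized to uninhibited and no-enzyme controls.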
Numbers without * were called inactive; ? = inconclusive; / = no result given; [ ] = dose if it differs, or a comment. Unless noted, calls follow the shape of the dose curve; as a rule, active = well fitted curve in the direction sought with a large enough effect; inconclusive = small, poorly fitted or top-dose-only effect, or another doubt; inactive = no such curve, though single readings can be large; an effect the other way counts as inactive or inconclusive. Unless noted, % is scaled to controls: 0 for no effect and ±100 for the full control effect.

SMILES	AmpC detergent	Sm TGR inh	AmpC no deterg	HCMV inh	AMA1 RON2 block	TbPYK inhibitor	LmPK inhibitor
COc1cccc(-c2cc(C(=O)N/N=C/c3cccc(OC)c3OC)c3ccccc3n2)c1	/	/	/	30	-2%	4%	/
CC(=O)N1c2ccc(S(=O)(=O)Nc3ccc(Cl)cc3C)cc2CC1C (stereo not given)	3%	2%	/	?	/	-2%	/
O=C(CSc1ccccc1)N1CCCC(N2CCN(c3ccccc3)CC2)C1 (stereo not given)	-4%	-19%	129%[activator]	-2	-2%	2%	-9%
O=C(O)c1cccc(NC(=O)c2ccc(COc3ccc(Cl)cc3)cc2)c1	0%	-5%	-32%	29	-9%	5%	-2%
CCCN(C(=O)c1cnccn1)c1c(N)n(Cc2ccccc2)c(=O)[nH]c1=O	6%	2%	-12%	-1	15%	1%	/
CCCCn1nnnc1SCC(=O)c1ccccc1F	-1%	4%	227%[activator]	-21	-8%	-7%	2%
CCN(CCO)C1CC(=O)N(c2ccccc2C)C1=O (stereo not given)	?	6.3µM*	-11%	/	5%	-6%	-1%
CC(C)C(NC(=O)CN(c1ccc2c(c1)OCCO2)S(=O)(=O)c1ccccc1)C(C)C	/	/	/	-61*	3%	-2%	/
Nc1ncnc2c1ncn2[C@@H]1O[C@H](C(=O)NS(=O)(=O)c2ccccc2[N+](=O)[O-])[C@@H](O)[C@H]1O	/	/	/	16	-3%	-1%	/
Cc1cc(=O)oc2c(C(=O)/C=C\c3cccs3)c(O)ccc12	-10%	-10%	-53%	?	-12%	-8%	2%
CCc1ccc(NC(=O)CSc2nc3ccccc3c(=O)n2CCCC(=O)NCCCN2CCOCC2)cc1	0%	-4%	228%[activator]	-19	-12%	6%	9%
CN(C)S(=O)(=O)c1cccc(-c2nnc(SCc3ccc4c(c3)OCCO4)o2)c1	0%	7%	23%	9	-8%	2%	-2%
Cc1nc2scc(C)n2c(=O)c1S(=O)(=O)N1CCN(c2ccc(F)cc2)CC1	1%	-13%	54%	9	1%	6%	5%
O=C(NCc1ccccn1)c1ccc2c(=O)n(CCc3ccccc3)c(=O)[nH]c2c1	2%	?	-5%	-35	56%[activator]	3%	3%
O=C1CSC(c2ccccn2)N1c1cccc(Cl)c1 (stereo not given)	2%	-35%	-23%	10	0%	-2%	-9%
O=C(/C=C/c1ccco1)NC(=S)NNC(=O)c1ccco1	-3%	40µM*	-28%	-17	15%	-28%	6%
CSc1nc2ccccc2n1C(=O)NC1CCCCC1	1%	5%	-11%	19	7%	4%	-1%
Cc1ccccc1NC(=O)CCN1CCN(C/C=C/c2ccccc2)CC1	?	-18%	71%[activator]	58	-3%	5%	-2%
COc1cccc(-n2nnc3c(=O)n(CC(=O)NC4CCCC4)cnc32)c1	-7%	1%	-5%	46	-4%	2%	6%
Cc1noc(C(=O)Nc2ccc(F)cc2F)c1Cl	-14%	?	-3%	1	-3%	1%	-2%
COc1ccc(Cc2c(C(C)(C)C)nc3ccc(Br)cn23)c(C)c1	/	/	/	-36	2%	0%	/
CCOc1ccc(OCCNC(=O)c2oc3ccccc3c2COC)cc1	-15%	-2%	13%	-36	-2%[11.6 µM]	-2%	/
CCOC(=O)C1CCN(CC(=O)c2c(C)n(C)c3ccc(OC)cc23)CC1	0%	-24%	1%	3	14%	3%	3%
O=C(c1ccccn1)N1CCN(c2ccc(C(F)(F)F)cn2)CC1	1%	1%	-5%	-34	26%	-3%	-1%
O=C(C1CCCN(S(=O)(=O)c2ccccc2)C1)N1CCN(c2ncccn2)CC1 (stereo not given)	?	-17%	46%	-25	-2%	-2%	-3%

Some entries already given, reduced to AmpC no deterg, Sm TGR inh and AmpC detergent:
| molecule | AmpC no deterg | Sm TGR inh | AmpC detergent |
| --- | --- | --- | --- |
| Cc1ccccc1NC(=O)CCN1CCN(C/C=C/c2ccccc2)CC1 | 71%[activator] | -18% | ? |
| O=C(c1ccccn1)N1CCN(c2ccc(C(F)(F)F)cn2)CC1 | -5% | 1% | 1% |

(further entries)
SMILES	AmpC detergent	Sm TGR inh	AmpC no deterg	HCMV inh	AMA1 RON2 block	TbPYK inhibitor	LmPK inhibitor
N#C/C(=C\c1ccco1)Sc1nc2ccccc2s1	1%	40µM*	-19%	141	-25%	1%	12%
COc1cc2c(cc1OC)-c1cc(Nc3ccc(N(C)C)cc3)nc(=O)n1CC2	0%	-12%	3%	?	?	-15%	-6%
O=C(CNC(=O)/C(=C\c1ccc(Br)cc1)NC(=O)c1ccccc1)OCc1ccccc1	-12%	9%	-41%	8	-5%	4%	4%
COc1ccc(-n2c(=S)[nH]c3cc(C(=O)Nc4cc(C(N)=O)ccc4OC)ccc3c2=O)c(OC)c1	-1%	4%	-24%	-36	17%	-5%	-4%
CCOC(=O)c1c(NC(=O)COc2ncnc3ccccc23)sc(C)c1C	1%	0%	?	-15	-5%	0%	-2%
COc1ccc(-c2noc(CCCCC(=O)N3CCN(c4cc(C)ccc4C)CC3)n2)cc1	/	/	92%[activator]	-96*	0%	-3%	/
c1ccc(C2Oc3ccccc3C3CC(c4cccs4)=NN32)cc1 (stereo not given)	7%	?	-23%	160	84%[activator]	-4%	0%
COC(=O)c1ccccc1NC(=O)N1CCN(C(=O)c2ccco2)CC1	-21%	5%	1%	-7	2%	2%	-4%
COc1ccc(Nc2cc(C)nc3ccc(C)cc23)cc1	/	/	/	-33	-16%	-1%	/
O=C(Oc1cccc2ccccc12)c1ccco1	-2%	0%	-23%	43	3%	6%	4%
Cc1cccc(NC(=O)Cn2c(=O)n(-c3ccccc3Cl)c(=O)c3c(C)c(C(=O)N(C)C)sc32)c1	8%	-8%	/	-5	/	2%	/
CCCn1c(N2CCN(Cc3ccc(Cl)cc3)CC2)nc2ccccc21	3%	17%	96%[activator]	-14	-22%	6%	9%
C=CCn1c(O)c(C(C)=NCCC2=CCCCC2)c(=O)[nH]c1=O	-4%	-8%	-15%	-10	-6%	11%	-1%
O=c1oc2ccccc2nc1/C=C(O)/C=C/c1ccc(F)cc1	3%	?	-29%	-28	7%	-2%	-1%
CCn1c(SCc2nc3ccccc3s2)nnc1-c1ccccc1	-13%	-3%	-9%	28	5%	3%	-1%
CN1Cc2cnnn2-c2ccccc2C1c1ccccc1 (stereo not given)	/	/	/	-9	-1%	-1%	/
COc1ccc(CCn2c(-c3cccc([N+](=O)[O-])c3)nc3nc4ccccc4nc32)cc1	/	/	/	-29	-7%	-3%	/
c1ccn2c(Cc3nnc4ccccn34)nnc2c1	-1%	6%	-14%	-7	1%	-2%	-2%
Cc1sc2ncn(CC(=O)N3CCN(c4ccccn4)CC3)c(=O)c2c1S(=O)(=O)N1CCC(C)CC1	?	-10%	-1%	-16	9%	-2%	0%
Cc1ccc(N2CC(C(=O)N3CCc4ccccc43)CC2=O)cc1 (stereo not given)	-9%	-10%	-5%	143	2%	-2%	-2%
Cc1cc(SCC(=O)c2ccccc2)n2ncc(-c3ccccc3)c2n1	3%	-10%	-13%	63	12%	-4%	0%
CS(=O)(=O)c1ccc(Cl)c(NC(=O)CSc2nc3ccccc3c(=O)n2CCCN2CCOCC2)c1	-7%	-5%	181%[activator]	-34	0%	-7%	-4%
COc1ccc(C(=O)N2CCN(C(C)=O)CC2)cc1S(=O)(=O)N1CCOCC1	-10%	-2%	-21%	-6	8%	-1%	4%
COc1cc(/C=C(/NC(=O)c2ccccc2)C(=O)Nc2ccccc2)c([N+](=O)[O-])cc1OC	-9%	3%	-27%	29	1%	-4%	-2%
CC(=O)N=c1cccc(NC(C)=O)n1O	1%	1%	?	13	6%	-3%	-4%

Single records (already shown).
`N#C/C(=C\c1ccco1)Sc1nc2ccccc2s1` is listed with AmpC detergent: 1%; Sm TGR inh: 40µM*; AmpC no deterg: -19%; HCMV inh: 141; AMA1 RON2 block: -25%; TbPYK inhibitor: 1%; LmPK inhibitor: 12%
`COc1ccc(Nc2cc(C)nc3ccc(C)cc23)cc1` is listed with AmpC detergent: /; Sm TGR inh: /; AmpC no deterg: /; HCMV inh: -33; AMA1 RON2 block: -16%; TbPYK inhibitor: -1%; LmPK inhibitor: /

Continued:
SMILES	AmpC detergent	Sm TGR inh	AmpC no deterg	HCMV inh	AMA1 RON2 block	TbPYK inhibitor	LmPK inhibitor
O=c1c2ccccc2oc2ccc(NCCCN3CCOCC3)cc12	?	-23%	75%[activator]	41	-12%	-8%	2%
Cc1cc(-c2nn(-c3ccccc3F)cc2CN2CCC(O)CC2)c(C)s1	-14%	-12%	5%	-10	9%	3%	0%
CCOc1ccc(N(CC(=O)NCC2CCCO2)S(=O)(=O)c2ccc(SC)cc2)cc1 (stereo not given)	-5%	-12%	135%[activator]	-21	1%	-7%	0%
Cc1cc(C)c(S(=O)(=O)Cc2ccccc2)c(=O)[nH]1	-5%	7%	-4%	-11	14%	-7%	-4%
CCN(Cc1ccncc1)C(=O)c1cc(COc2ccc(F)cc2F)on1	2%	?	62%[activator]	-19	5%	-4%	4%
Cc1ccc(S(=O)(=O)NCCCCCC(=O)Nc2ccccc2C)cc1	-1%	-10%	-15%	-2	-2%[2.32 µM]	0%	1%
Cc1cc(N)n2nc(C)c(-c3ccccc3)c2n1	-8%	3%	-20%	33	2%	-3%	3%
COc1ccc(-n2cnnc2SCC(=O)NC2CCS(=O)(=O)C2)cc1 (stereo not given)	-3%	1%	/	9	2%	-10%	3%
CCCC1CC(C)(/C(C)=N\NC(N)=S)OC1=O (stereo not given)	-8%	0%	-2%	-11	90%[activator]	4%	-2%
O=c1c2ccccc2n(CC(O)CN2CCOCC2)c2ccccc12 (stereo not given)	-7%	-14%	5%	-13	-2%	1%	-1%
O=C(CCC(=O)N1CCc2ccccc2C1)N1CCN(S(=O)(=O)c2ccccc2)CC1	?	-24%	20%	-13	-15%	-5%	-3%
COc1cc(NC(=O)c2ccccc2)cc(OC)c1	-6%	-1%	-7%	76	4%	-1%	-20%
CCc1ccc(NC(=O)COC(=O)c2nc3nc(C)cc(C)n3n2)cc1	?	-2%	4%	-5	-6%[11.6 µM]	0%	/
CN(CC(=O)Nc1cccc(F)c1)C(=O)CCC1CCCCC1	?	3%	-18%	-28	17%	2%	/
CN1CCc2nc3sc(C#N)c(N)c3c(-c3cccs3)c2C1	2%	?	8%	-28	-20%	?	-1%
CNC(=S)NNC(=O)c1c(C)nc2cc(C)ccn12	7%	19%	-10%	-36	113%[activator]	3%	-1%
CCOC(=O)CSc1nc2cc3c(cc2c(=O)n1Cc1ccc(C(=O)NCCc2ccc(OC)c(OC)c2)cc1)OCO3	4%	-2%	/	34	/	0%	/
